Assay outcomes deposited in PubChem BioAssay by several laboratories.
KOR beta-arrestin-1: kappa opioid receptor blockers – cell-based, luminescence, uHTS (AID 1778); KOR beta-arrestin recruitment, luminescence, antagonist mode; higher % means a stronger effect; inhibition, % at 10 µM, or IC50 in µM where a hit was titrated; actives 0.091% (n = 290,000); further: strong numbers were not always called active
NOD1 NF-kB reporter: inhibition of NOD1-driven NF-kB reporter – cell-based, luminescence, uHTS, primary screen (AID 1578); NOD1-driven NF-kB luciferase reporter cells, luminescence; higher % means a stronger effect; actives 1% (n = 290,000); one-dose inhibition, % at 4 µM; EC50 in µM for titrated hits; in the data active means inhibition mostly above about 36%, no sharp cut-off; inactive means mostly below about 34%;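 further: HEK-293T reporter cells stimulated with the NOD1 agonist gamma-tri-DAP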
GPR55 beta-arrestin: GPR55 agonists via beta-arrestin recruitment, primary screen, imaging, U2OS cells, beta-arrestin-GFP redistribution (AID 1961) | U2OS GPR55 beta-arrestin-GFP redistribution imaging; higher % means a stronger effect | activation, % at 10 µM; hits with a dose series show EC50 in µM | actives 0.048% (n = 290,000);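 active means activation above 40% with more than 50 cells counted in the well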;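 further: U2OS osteosarcoma cells stably expressing GPR55 and beta-arrestin-GFP; plate controls were DMSO negative control for no effect and LPI positive control for full effect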
Large T inhibition: SV40 large T antigen inhibitors, biochemical (AID 1903); SV40 large T antigen ATPase/helicase inhibition assay; higher % means a stronger effect; one-dose inhibition, % at 20 µM; IC50 in µM for titrated hits; actives 0.39% (n = 310,000); in the data active means a potency from the dose series; further: strong numbers were not always called active
HEK293 NOD2/NF-kB: inhibition of NOD2-driven NF-kB reporter – cell-based, luminescence, uHTS, HEK293 (AID 1566); HEK293 NOD2/NF-kB luciferase reporter, luminescence; higher % means a stronger effect; one-dose inhibition, % at 4 µM; EC50 in µM for titrated hits; actives 0.63% (n = 290,000); further: many of its hits are not listed in these tables
HIV peptide binding: inhibitors of HIV fusion peptide binding, primary screen, biochemical, uHTS, fluorescence dequenching (AID 1986); cell-free peptide binding, fluorescence dequenching, 30 min; higher % means a stronger effect; inhibition, % at 20 µM; hits with a dose series show IC50 in µM; actives 0.3% (n = 290,000); in the data active means inhibition mostly above about 52%, no sharp cut-off; inactive means mostly below about 76%; further: some results filed as inactive read as strong as hits
GPR55 antagonists: GPR55 antagonists blocking LPI-driven arrestin recruitment, primary screen, imaging, U2OS, beta-arrestin-GFP, LPI agonist (AID 2013). U2OS GPR55 beta-arrestin-GFP translocation imaging, LPI antagonism; higher % means a stronger effect. inhibition, % at 10 µM, or IC50 in µM where a hit was titrated. actives 0.13% (n = 290,000);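 active means spots per cell inhibited over 60%, with over 100 cells counted and total cytoplasm intensity under 500,000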;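 further: U2OS cells stably carrying GPR55 and arrestin-GFP stimulated by 5 µM LPI near EC80; imaged beta-arrestin-GFP aggregate spots per cell after agonist stimulation; plate controls were LPI-stimulated DMSO wells for no effect and DMSO wells without LPI for full effect; some results filed as inactive read as strong as hits; confirmed hits need IC50 under 10 µM and bright autofluorescent wells are also inconclusive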
KOR beta-arrestin-2: kappa opioid receptor activators – cell-based, luminescence, uHTS, primary screen (AID 1777) | KOR beta-arrestin recruitment, luminescence; higher % means a stronger effect | activation, % at 10 µM, or EC50 in µM where a hit was titrated | actives 0.02% (n = 280,000); in the data active means activation above about 50%, passing the limit was not always enough; further: a part of the inactive calls stands beside numbers as strong as those of hits
MgcRacGAP inhibition: MgcRacGAP GTPase-activating activity inhibitors, confirmation, biochemical, ADP Hunter fluorescence | actives 0.6% (n = 340,000) | MgcRacGAP-stimulated Rac1 GTP hydrolysis, ADP Hunter fluorescence; higher % means a stronger effect; GST-tagged Rac1 F28L mutant substrate | AID 624330 | inhibition, % at 30 µM; hits with a dose series show IC50 in µM;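 active means first-screen hits whose inhibition reached a set limit at any dose in the follow-up dose series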;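 further: fluorescence reports GDP produced by GAP-driven GTP hydrolysis; strong numbers were not always called active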
Starred values were filed as active, the others as inactive; nt = no result given; & = joins results of further samples; [ ] = dose if it differs, or a comment. Unless noted, no stated cut-off is given here; in the data, active means inhibition above about 50%; inactive means the rest. A portion of the library; count on the stated rates, not on these rows.

structure,KOR beta-arrestin-1,NOD1 NF-kB reporter,GPR55 beta-arrestin,Large T inhibition,HEK293 NOD2/NF-kB,HIV peptide binding,GPR55 antagonists,KOR beta-arrestin-2,MgcRacGAP inhibition
CCCCNC(=O)CN(c1cccc(Br)c1)S(C)(=O)=O,-60%,-32%,-0.2%,8%,-6%,0.8%,1%,-2.3%,2%
COc1ccc(OC)c(CNC(=O)Cn2nc(C)c3c(C)n(-c4ccc(C)cc4)nc3c2=O)c1,-32%,13%,-0.1%,12%,33%,4.6%,6%,-2.5%,11%
COC(=O)C1=C(C)NC(=S)NC1c1ccco1 (configuration not stated),-35%,11%,-0.1%,11%,17%,1.2%,-5%,0.0%,4%
Cn1c(=O)c2c(nc(CN3CCN(Cc4ccccc4)CC3)n2Cc2ccc(F)cc2)n(C)c1=O,13%,-31%,-0.1%,15%,-4%,-1.0%,12%,3.9%,5%
COCCCNc1nc2nonc2nc1N1CCN2CCCC2C1 (configuration not stated),-18%,-14%,-0.2%,10%,-2%,2.1%,-5%,2.7%,9%
Cc1c(C)n(C(=O)CSc2nccn2C)c2ccccc12,8%,-2%,-0.2%,3%,9%,-0.8%,4%,0.4%,13%
Cc1cc(C(=O)NCc2ccco2)on1,24%,7%,-0.1%,24%,11%,1.6%,3%,-1.4%,4%
COc1cc(C(=O)N2CCC(NC(=O)C(Cc3ccccc3C)NC(C)=O)CC2)cc(OC)c1OC (configuration not stated),-1%,-11%,0.7%,26%,-16%,-0.4%,5%,4.7%,1%
Cc1ccc(Cl)cc1NC(=O)C1CCCN(S(=O)(=O)c2c(C)noc2C)C1 (configuration not stated),-22%,-23%,0.0%,-6%,-5%,0.3%,1%,6.7%,1%
O=C(Cn1nnc2ccccc2c1=O)Nc1cc(C(F)(F)F)ccc1N1CCOCC1,-12%,-15%,0.1%,7%,-18%,0.3%,4%,5.5%,2%
O=c1cc(O)nc2n1CCCS2,-8%,35%,-0.1%,9%,-12%,-0.6%,4%,2.5%,5%
CC(NC(=O)c1c(O)c2ccccc2n(C)c1=O)c1ccccc1 (configuration not stated),-17%[20 µM],20%,-0.1%,5%,7%,2.7%,5%,4.9%,4%
CC(=O)Oc1ccc2c(=O)c(Oc3ccccc3[N+](=O)[O-])coc2c1,6%,-16%,0.1%,17%,-6%,0.5%,9%,-3.0%,-1%
COc1ccc(S(=O)(=O)N(C)c2ccc(C(=O)NCCC(C)C)cc2)cc1,-36%,7%,0.2%,1%,7%,-3.9%,2%,2.4%,1%
CC(=O)NC(Cc1cccc(C)c1)C(=O)NC1CCN(C(=O)NCc2ccccc2)CC1 (configuration not stated),-24%,19%,-0.1%,nt,-15%,0.2%,7%,-2.9%,8%
Cc1c2cnn(CC(=O)Nc3cccc(C(F)(F)F)c3)c(=O)c2c(C)n1Cc1ccccc1F,18%,-23%,1.3%,0%,4%,4.5%,4%,-2.6%,0%
NNC(=O)CCc1ccc(S(=O)(=O)N2CCOCC2)cc1,-2%,-25%,-0.3%,0%,9%,0.9%,-2%,0.5%,4%
O=C(O)CC(Cc1ccc(Cl)cc1)C(=O)Nc1ccccc1 (configuration not stated),-47%[20 µM],-38%,-0.3%,6%,4%,0.4%,5%,4.4%,9%
O=C(CCn1cccc1)Nc1cccc(F)c1,2%,-24%,0.3%,2%,9%,-1.1%,-5%,-3.7%,10%
CCN(CC)S(=O)(=O)c1cc(NC(=O)COC(=O)c2ccc(NC(=O)CC#N)cc2)ccc1C,7%,-16%,-0.3%,28%,-5%,4.5%,0%,-1.6%,2%
Cc1ccc(C(=O)N/C(=C\c2cn(-c3ccccc3)nc2-c2ccccc2)C(=O)N2CCOCC2)cc1,12%,6%,0.5%,35%,18%,-1.8%,2%,0.3%,1%
CN1/C(=C\C=C2/SC(=S)NC2=O)C(C)(C)c2ccccc21,40%[20 µM],0%,-0.1%,nt,13%,149%,11%,nt,25%
C/C(=N\Nc1ccc(S(N)(=O)=O)cc1[N+](=O)[O-])c1cccnc1,-4%,9%,0.3%,-2%,5%,-3.4%,-6%,1.7%,9%
COc1ccc(NC(=S)N(CCCN2CCCC2)Cc2cccn2Cc2ccc(Cl)cc2)cc1Cl,-76%,-20%,0.1%,5%,-13%,-1.2%,22%,6.7%,13%
Cc1ccc(S(=O)(=O)CC(O)COc2ccc(C#N)cc2)cc1 (configuration not stated),-24%[20 µM],-27%,-0.1%,10%,7%,0.6%,-10%,-1.3%,4%
CC(C)(C)c1cnnn1-c1cccc([N+](=O)[O-])c1,-9%,-18%,0.2%,12%,10%,-1.1%,4%,-1.6%,nt
COc1cccc(NC(=O)NC2(C(=O)N3CCN(C)CC3)CCCCC2)c1,11%,-13%,-0.2%,5%,23%,-1.2%,9%,-4.1%,3%
Cc1nc(SCC(=O)NCC2CCCO2)c2c3c(sc2n1)CCC3 (configuration not stated),-11%,-19%,-0.1%,18%,13%,-1.3%,1%,4.7%,5%
O=C(O/N=C/c1ccc2c(c1)OCO2)c1ccc([N+](=O)[O-])cc1,-5%,-25%,-0.5%,5%,4%,2.1%,4%,0.4%,6%
Cc1ccc(S(=O)(=O)NCc2ccc(C(=O)NC3CCC(C)CC3)cc2)cc1 (configuration not stated),-3%,1%,-0.1%,4%,-1%,-0.7%,17%,-3.7%,13%
Cc1ccc(-c2csc(NC(=O)CN3C(=O)CCC3=O)n2)cc1,4%,-43%,-0.1%,2%,1%,0.5%,-2%,-5.1%,8%
COC(=O)c1cc(S(=O)(=O)N2CCN(C(=O)c3ccco3)CC2)cn1C,-1%,-25%,-0.1%,13%,-8%,-0.2%,-6%,1.4%,12%
O=Cc1c[nH]c2ccc(S(=O)(=O)N3CCOCC3)cc12,29%,-24%,0.2%,4%,6%,1.5%,12%,1.8%,8%
COC(=O)C1C2C=CC(C3CC23)C1C(=O)OCC(=O)c1ccc(OC)cc1 (configuration not stated),-3%,4%,-0.4%,13%,0%,-2.8%,2%,-2.7%,7%
CCOC(=O)C1(C)NC(c2ccc(OC)cc2OC)C2C(=O)N(c3cccc(OC)c3)C(=O)C21 (configuration not stated),20%,-11%,-0.2%,6%,-4%,-1.1%,-1%,-2.4%,-6%
CCOC(=O)N1CCC(NC(=O)c2cc(C(=O)NC3CCCC3)ccc2CO)CC1,20%,-10%,0.3%,8%&8%,5%,1.0%,6%,-5.1%,7%
O=C(Cn1ncc(N2CCCC2)c(Cl)c1=O)c1ccc(Cl)cc1,0%,6%,-0.1%,4%,-39%,0.5%,-4%,0.1%,-15%
CCc1ccc(OC(=O)c2cncc(Br)c2)cc1,8%,-6%,0.0%,6%,-4%,-0.9%,11%,4.7%,12%
CSc1ccccc1C(=O)N1CCC(n2nccc2NC(=O)C(C)(C)C)CC1,17%,-16%,-0.2%,12%,6%,0.0%,-11%,-2.7%,10%
CCCC(=O)c1ccc(N2CCN(C(=O)c3ccccc3Br)CC2)c(F)c1,-58%,32%,-0.1%,4%,4%,-1.9%,3%,0.5%,5%
CC(=O)c1ccc(NC(=S)N2CCCC(CO)C2)cc1 (configuration not stated),35%,-35%,-0.1%,-1%,-17%,-1.2%,-6%,4.6%,9%
CC(C(=O)Nc1cc([N+](=O)[O-])ccc1Cl)N1CCN(c2ccc(O)cc2)CC1 (configuration not stated),12%,-9%,0.2%,20%,1%,14%,-8%,-2.7%,25%
COC(=O)c1ccccc1OCC(=O)N1CCN(c2ccc(F)cc2)CC1,13%,5%,-0.1%,2%,-1%,0.2%,3%,-3.1%,-1%
CCOC(=O)C1=C(C)Nc2[nH]c(=O)[nH]c(=O)c2C1c1cccs1 (configuration not stated),-12%,-35%,-0.3%,13%,-6%,1.4%,4%,1.8%,-1%
CCCCCCc1nnc(NC(=O)OCC)s1,6%,8%,-0.2%,2%,12%,-1.0%,5%,8.7%,8%
O=C1NC(=O)C(c2cccs2)(c2cccs2)N1,-24%,-2%,-0.2%,1%,-19%,1.4%,-7%,4.1%,10%
COc1cc(OC)c(OC)cc1CN1CCc2ccccc2C1,39%,0%,0.2%,-3%,9%,1.0%,7%,-1.3%,14%
CCOc1ccccc1C(=O)Nc1ccccc1-c1ccccc1,11%,10%,0.3%,2%,-16%,-1.4%,18%,11%,5%
Cc1nnc(SCC(N)=O)n1CC1CCCO1 (configuration not stated),-20%,1%,-0.2%,-1%,7%,-1.5%,-15%,-0.6%,6%
COc1ccc(OC)c(N(CC(=O)N2CCCC2)S(=O)(=O)c2ccccc2)c1,22%,36%,0.2%,10%,-75%,-2.4%,4%,4.7%,-2%
Cc1ccc(Nc2cc(-n3cccn3)ncn2)c(C)c1,17%,-36%,0.3%,30%,-39%,-2.5%,-5%,0.3%,8%

Ordered by number of heavy atoms (highest first): part of the list above.
structure,KOR beta-arrestin-1,NOD1 NF-kB reporter,GPR55 beta-arrestin,Large T inhibition,HEK293 NOD2/NF-kB,HIV peptide binding,GPR55 antagonists,KOR beta-arrestin-2,MgcRacGAP inhibition
CCOC(=O)N1CCC(NC(=O)c2cc(C(=O)NC3CCCC3)ccc2CO)CC1,20%,-10%,0.3%,8%&8%,5%,1.0%,6%,-5.1%,7%
CSc1ccccc1C(=O)N1CCC(n2nccc2NC(=O)C(C)(C)C)CC1,17%,-16%,-0.2%,12%,6%,0.0%,-11%,-2.7%,10%
CCCC(=O)c1ccc(N2CCN(C(=O)c3ccccc3Br)CC2)c(F)c1,-58%,32%,-0.1%,4%,4%,-1.9%,3%,0.5%,5%
CCOc1ccccc1C(=O)Nc1ccccc1-c1ccccc1,11%,10%,0.3%,2%,-16%,-1.4%,18%,11%,5%
Cc1ccc(-c2csc(NC(=O)CN3C(=O)CCC3=O)n2)cc1,4%,-43%,-0.1%,2%,1%,0.5%,-2%,-5.1%,8%
CC(=O)c1ccc(NC(=S)N2CCCC(CO)C2)cc1 (configuration not stated),35%,-35%,-0.1%,-1%,-17%,-1.2%,-6%,4.6%,9%
CCc1ccc(OC(=O)c2cncc(Br)c2)cc1,8%,-6%,0.0%,6%,-4%,-0.9%,11%,4.7%,12%
CCCCCCc1nnc(NC(=O)OCC)s1,6%,8%,-0.2%,2%,12%,-1.0%,5%,8.7%,8%
